NCI-60 one-dose screen, 48 h, at 10 µM unless noted. Numbers give growth in % (100 = growth as untreated, 0 = no growth, -100 = all killed).
OVCAR-4 – OVCAR-4 ovarian cancer cells; 3.7% of 80,000 active; AID 1794784
TK-10 – TK-10 renal cancer cells; AID 1794769; 3.9% of 81,000 active
UO-31 – UO-31 renal cancer. AID 1794768. 5.2% of 81,000 active
786-0 – 786-0 renal cancer cells; 5.1% of 81,000 active
OVCAR-5 – OVCAR-5 ovarian cancer | 2.9% of 82,000 active
SK-OV-3 – SK-OV-3 ovarian cancer cells; 3.2% of 80,000 active; AID 1794785
SN12C – SN12C renal cancer cells; 3.8% of 81,000 active
IGROV1 – IGROV1 ovarian cancer; 4.7% of 79,000 active
* = called active by the depositor; . = not tested or not shown; [ ] = dose if it differs, or a comment. How the source made its calls: active means growth percent below 10; inactive means the rest. Not a hit list; 8.7% or so of the library scored in one or more.

Codes: A = OVCAR-4; B = TK-10; C = UO-31; D = 786-0; E = OVCAR-5; F = SK-OV-3; G = SN12C; H = IGROV1
1	COc1cc(-n2cnc(N)c2C(=O)c2ccc(S(C)(=O)=O)cc2)cc(OC)c1OC
  A: 107.3	B: .	C: 77.9	D: 99.5	E: 109.2	F: 101.4	G: 103.8	H: 99.2
2	CC(=O)Nc1ccc(/C=C(\C#N)c2ccc(C)cc2)cc1
  A: 121.2	B: 111.8	C: 52.0	D: 113.0	E: 108.1	F: 116.0	G: 87.9	H: 130.7
3	O=[N+]([O-])c1ccc(N/N=C(\Oc2ccccc2)c2ccc([N+](=O)[O-])cc2)cc1
  A: 77.4	B: 101.0	C: 68.0	D: 88.5	E: 101.0	F: 95.1	G: 94.2	H: 86.9
4	Cc1cc(C)nc(NS(=O)(=O)c2ccc(Nc3nc(-c4ccc(O)cc4O)c4c(=O)[nH]c(SCc5ccccc5)nc4n3)cc2)n1
  A: 112.3	B: 122.2	C: 88.4	D: 99.1	E: 98.6	F: 122.4	G: 111.0	H: 69.3
5	CCN=Cc1c(O)c(O)c(C(C)C)c2cc(C)c(-c3c(C)cc4c(C(C)C)c(O)c(O)c(C=NCC)c4c3O)c(O)c12
  A: 31.7	B: 43.5	C: 39.2	D: 72.5	E: 63.4	F: 63.4	G: 54.9	H: 46.8
6	CC(C)(C)OC(=O)Cn1cc(CNC(=O)[C@H](Cc2ccccc2)NC(=O)OCc2ccccc2)nn1
  A: 94.2	B: 93.0	C: 77.5	D: 106.0	E: .	F: 104.3	G: 93.4	H: 89.8
7	CCOC(=O)c1cn(CC)c2cc(N3CCCCC3)c(F)cc2c1=O
  A: 117.2	B: 104.2	C: 84.6	D: 100.8	E: 101.2	F: 101.1	G: 97.9	H: 94.8
8	CNC(=O)c1cc(Oc2ccc3nc(NC(=O)c4ccc(N5CCOCC5)c(C(F)(F)F)c4)sc3c2)ccn1
  A: 61.5	B: 126.8	C: 54.7	D: 47.1	E: 99.0	F: 102.1	G: 90.4	H: 88.7
9	O=C(O)CCSC(c1ccccc1)(c1ccccc1)c1ccccc1
  A: 95.9	B: 109.1	C: 96.1	D: 104.4	E: 108.9	F: 108.0	G: 97.2	H: 109.4
10	O=C(N/N=C/c1ccccc1O)C(O)c1ccccc1 (stereo not given)
  A: 77.8	B: 97.0	C: 48.7	D: 98.0	E: 88.6	F: 74.1	G: 94.6	H: 107.5

Going on with the list.
Codes: A = OVCAR-4; B = TK-10; C = UO-31; D = 786-0; E = OVCAR-5; F = SK-OV-3; G = SN12C; H = IGROV1
11	O=C(O)c1ccccc1C(=O)Nc1ccccc1C(F)(F)F
  A: 108.7	B: 102.3	C: 84.4	D: 97.5	E: 96.3	F: 99.5	G: 94.1	H: 102.2
12	COc1ccc2[nH]c(=O)c(CSc3ccccc3Nc3nccc(-c4ccc(C(F)(F)F)cc4)n3)cc2c1
  A: 39.2	B: 97.1	C: 26.9	D: -5.0*	E: 75.9	F: 81.7	G: -30.8*	H: 59.8
13	O=[N+]([O-])c1c(O)cccc1O
  A: 103.9	B: 98.9	C: .	D: .	E: 102.8	F: 102.9	G: 96.2	H: 115.1
14	CCCCCCCCCCCCC(C)O (stereo not given)
  A: 104.7	B: 105.7	C: 94.6	D: 103.5	E: 90.5	F: 114.2	G: 95.1	H: 104.7
15	CC(=O)[C@H]1C[C@H](O)[C@H]2[C@@H]3CCC4=CC(=O)CC[C@]4(C)[C@H]3C[C@H](O)[C@@]21C
  A: 101.1	B: 111.4	C: 93.9	D: 102.0	E: 102.0	F: 107.9	G: 96.8	H: 111.9
16	NS(=O)(=O)c1ccc(NC(=S)NC(=O)c2ccccc2)cc1
  A: 99.7	B: 99.4	C: 59.8	D: 97.2	E: 94.9	F: 97.1	G: 97.9	H: 91.6
17	CCCCNC(C(=O)c1ccc(OC)cc1)c1ccc(OC)cc1 (stereo not given)
  A: 100.1	B: 90.2	C: 73.0	D: 85.2	E: 84.0	F: 97.2	G: .	H: 78.6
18	CC(Cl)CCN1CCCCC1 (stereo not given)
  A: 105.4	B: 114.4	C: 84.3	D: 97.4	E: 100.3	F: 93.1	G: 101.0	H: 100.8
19	Cc1ccc(C(=O)O)c(C(=O)O)c1
  A: 114.5	B: 115.7	C: 94.9	D: 107.0	E: 112.1	F: 111.8	G: 117.8	H: 117.9
20	O=C1N/C(=N/N=C(c2ccccc2)c2ccccc2)S/C1=C\c1ccc([N+](=O)[O-])cc1
  A: 81.0	B: 90.6	C: 77.4	D: 97.4	E: 95.1	F: 97.4	G: 92.6	H: 99.5

More structures follow:
Codes: A = OVCAR-4; B = TK-10; C = UO-31; D = 786-0; E = OVCAR-5; F = SK-OV-3; G = SN12C; H = IGROV1
21	Fc1cccc(Cl)c1/C=N/Nc1nc(N/N=C/c2c(F)cccc2Cl)nc(N2CCCCC2)n1
  A: 21.0	B: 27.2	C: 9.0*	D: 28.3	E: 27.8	F: 39.1	G: 23.2	H: 17.7
22	COc1ccc(C(=O)n2nc(-c3ccccc3)nc2N)cc1OC
  A: 90.9	B: 112.5	C: 70.5	D: 96.1	E: 96.7	F: 80.8	G: 90.5	H: 73.5
23	CCN(c1ccc(OC)cc1)c1nc(-c2ccc([N+](=O)[O-])cc2)cs1
  A: 86.7	B: 116.1	C: 71.9	D: 102.3	E: 105.0	F: 85.1	G: 98.8	H: 80.7
24	CCOC(=O)CNc1nc(N)nc(N(C)Cc2ccccc2)c1C=O
  A: 106.4	B: 102.0	C: 90.4	D: 103.7	E: 101.6	F: 105.7	G: 95.3	H: 117.3
25	O=C1OCC2=C1C(c1cccc(Br)c1)c1cc3c(cc1N2CCO)OCCO3 (stereo not given)
  A: 53.4	B: 62.7	C: 18.1	D: 21.8	E: 39.5	F: 32.3	G: 26.7	H: 18.3
26	CCOc1ccc2nc(NC(=O)CSc3nnc4n3S(=O)(=O)c3ccccc3N4c3ccccc3)sc2c1
  A: 107.0	B: 149.4	C: 76.4	D: 94.4	E: 94.3	F: 95.1	G: 121.6	H: 88.2
27	NS(=O)(=O)c1cccc(Nc2nc(SCC(=O)c3ccccc3)nc3c2CCCC3)c1
  A: 102.2	B: 106.5	C: 86.8	D: 101.2	E: 105.0	F: 104.7	G: 106.9	H: 110.2
28	CNC(=O)c1cc(Oc2ccc3nc(NC(=O)c4cc(-n5cnc(C)c5)cc(C(F)(F)F)c4)sc3c2)ccn1
  A: 99.3	B: 109.1	C: 86.5	D: 104.9	E: 101.1	F: 106.6	G: 96.8	H: 98.3
29	Cc1ccc(-c2cc(C(=O)N3CCN(c4cc5c(cc4F)c(=O)c(C(=O)O)cn5C4CC4)CC3)c3ccccc3n2)cc1
  A: 106.6	B: 116.0	C: 59.8	D: 100.8	E: 102.1	F: 87.2	G: 95.3	H: 86.0
30	COc1ccc(C2CC(=O)Nc3ncn(-c4ccc(F)cc4)c32)cc1 (stereo not given)
  A: 112.6	B: 87.2	C: 91.4	D: 105.8	E: 89.8	F: 91.7	G: 104.7	H: 111.1

(more compounds)
Codes: A = OVCAR-4; B = TK-10; C = UO-31; D = 786-0; E = OVCAR-5; F = SK-OV-3; G = SN12C; H = IGROV1
31	CNC(=O)c1cc(Oc2ccc3c(c2)sc2nc(-c4ccc(NC(=O)Nc5ccc(Cl)c(C(F)(F)F)c5)cc4)cn23)ccn1
  A: 80.3	B: 81.0	C: 73.9	D: 72.6	E: 93.4	F: 93.1	G: 87.3	H: 78.0
32	Cc1cc(Cl)nc(N(CCCNc2ccnc3cc(Cl)ccc23)Cc2cccs2)n1
  A: 11.0	B: 28.4	C: 5.6*	D: 17.4	E: 31.8	F: 46.3	G: 33.0	H: 6.8*
33	C=CCNCCN1C(=O)c2ccc3c4c(ccc(c24)C1=O)C(=O)N(CCNCC=C)C3=O
  A: -97.5*	B: -6.4*	C: -58.4*	D: -2.9*	E: -52.0*	F: -38.6*	G: -78.0*	H: .
34	COc1cc(-c2nc3ccc(-c4nnc(SCC(=O)Nc5ccc(C(=O)/C=C/c6ccccc6)cc5)o4)cc3[nH]2)cc(OC)c1OC
  A: 112.4	B: 118.4	C: 79.0	D: 101.3	E: 102.5	F: 120.1	G: 86.9	H: 81.0
35	CN(Cc1ccccc1)c1nc(Cl)c(C2CC(c3ccc(Br)cc3)=NN2c2cc(Cl)cc(Cl)c2)s1 (stereo not given)
  A: 117.8	B: 119.7	C: 102.1	D: 88.9	E: 103.8	F: 88.0	G: 104.0	H: 108.1
36	O=C(O)CSC(SCC(=O)O)c1ccc([N+](=O)[O-])cc1
  A: .	B: 108.4	C: 86.9	D: 103.1	E: 107.9	F: 104.6	G: 86.4	H: 97.2
37	COc1cc2cc3c(nc2cc1OC)CCN3Cc1ccc(NC(=O)Nc2ccc(Cl)c(C(F)(F)F)c2)cc1
  A: 71.9	B: 117.8	C: 62.9	D: 92.3	E: 109.9	F: 84.8	G: 81.9	H: 76.1
38	Nc1cc(-c2ccc(Cl)cc2)nn1-c1nnc(/C=C/c2ccco2)c(=O)[nH]1
  A: 29.1	B: 51.2	C: 3.9*	D: 46.9	E: 60.9	F: 60.7	G: 68.2	H: 35.0
39	COC(=O)CCC(=O)Nc1cc(Cl)ccc1Cl
  A: 109.4	B: 104.6	C: 87.5	D: 110.9	E: 111.9	F: 95.4	G: 102.9	H: 108.3
40	Nc1ccc([N+](=O)[O-])cc1N=C/C=C/c1ccccc1
  A: 79.4	B: 79.8	C: 43.3	D: 78.6	E: 90.9	F: 87.6	G: 50.6	H: 64.8

Next compounds follow:
Codes: A = OVCAR-4; B = TK-10; C = UO-31; D = 786-0; E = OVCAR-5; F = SK-OV-3; G = SN12C; H = IGROV1
41	CCOC(=O)CNC(=O)c1c(C)[nH]c(-c2nc3ccccc3[nH]2)c1C
  A: 99.6	B: 107.4	C: 92.2	D: 105.6	E: 102.4	F: .	G: 94.7	H: 95.1
42	COc1ccc(-n2nc3c(c(C#N)c2=O)CC(c2ccc(Cl)cc2)C([N+](=O)[O-])=C3O)cc1 (stereo not given)
  A: 92.6	B: 101.0	C: 73.0	D: 97.5	E: 107.0	F: .	G: 94.9	H: 99.7
43	COc1ccc(NS(=O)C2CCCCC2)cc1 (stereo not given)
  A: 107.4	B: 100.6	C: 86.7	D: 103.8	E: 98.5	F: 92.1	G: 95.1	H: 112.3
44	CC1(C)O[C@@H]2C[C@H]3[C@@H]4CCC5=CC(=O)C=C[C@]5(C)[C@@]4(F)[C@@H](O)C[C@]3(C)[C@]2(C(=O)CO)O1
  A: 100.8	B: 106.8	C: 70.3	D: 108.8	E: 76.8	F: 63.9	G: 83.6	H: 99.8
45	COC(=O)CC[C@H](C)[C@H]1CC[C@H]2[C@@H]3CC[C@@H]4C(c5nc6ccccc6[nH]5)=C(Cl)CC[C@]4(C)[C@H]3CC(=O)[C@]12C
  A: 77.8	B: 78.9	C: 66.3	D: 79.9	E: 80.9	F: 87.0	G: 76.0	H: 65.0
46	CCCNNC(=O)c1ccc(CNC(=O)/C=C/c2ccccc2)cc1
  A: 63.2[2.5 µM]	B: -0.4*[2.5 µM]	C: 22.4[2.5 µM]	D: 33.1[2.5 µM]	E: 18.1[2.5 µM]	F: 8.7*[2.5 µM]	G: 52.8[2.5 µM]	H: 30.5[2.5 µM]
47	NCCC1CCCS1 (stereo not given)
  A: 95.6	B: 97.9	C: 91.4	D: 100.8	E: 107.1	F: 96.0	G: 104.1	H: 110.2
48	COc1ccc(Cc2n[nH]c(=S)n2-c2ccc(Cl)cc2)cc1
  A: 100.1	B: 104.0	C: 81.2	D: 102.0	E: 96.5	F: 101.4	G: 98.1	H: 97.2
49	CCOC(=O)C1OC2(CCCC2)OC1C(=O)OCC (stereo not given)
  A: 117.9	B: 101.8	C: 83.0	D: 100.3	E: 109.8	F: 104.6	G: 101.1	H: 96.6
50	CCOC(=O)c1cc2c(n1Cc1cc(OC)cc(OC)c1)-c1nc(NC(C)=O)sc1CCC2
  A: 92.7	B: 112.8	C: 70.8	D: 75.3	E: 93.7	F: 80.0	G: 85.7	H: 71.9
51	OCc1cc(Br)ccc1O
  A: 118.6	B: 109.2	C: 70.2	D: 106.1	E: 101.9	F: 126.9	G: 108.2	H: 90.7
52	OC(C[n+]1ccccc1)c1ccccc1 (stereo not given)
  A: 98.3	B: 125.5	C: 72.4	D: 90.4	E: 94.5	F: 111.5	G: .	H: 92.5
53	Cc1[nH]c(=O)[nH]c(=O)c1C
  A: 105.6	B: 102.5	C: 100.1	D: 107.2	E: 111.0	F: 101.6	G: 97.6	H: 120.2

One compound at a time, from the list above. Order of values: OVCAR-4	TK-10	UO-31	786-0	OVCAR-5	SK-OV-3	SN12C	IGROV1
CCOC(=O)CNC(=O)c1c(C)[nH]c(-c2nc3ccccc3[nH]2)c1C as listed: 99.6	107.4	92.2	105.6	102.4	.	94.7	95.1
OC(C[n+]1ccccc1)c1ccccc1 (stereo not given) as listed: 98.3	125.5	72.4	90.4	94.5	111.5	.	92.5
Cc1[nH]c(=O)[nH]c(=O)c1C as listed: 105.6	102.5	100.1	107.2	111.0	101.6	97.6	120.2
COC(=O)CC[C@H](C)[C@H]1CC[C@H]2[C@@H]3CC[C@@H]4C(c5nc6ccccc6[nH]5)=C(Cl)CC[C@]4(C)[C@H]3CC(=O)[C@]12C as listed: 77.8	78.9	66.3	79.9	80.9	87.0	76.0	65.0
CCOC(=O)C1OC2(CCCC2)OC1C(=O)OCC (stereo not given) as listed: 117.9	101.8	83.0	100.3	109.8	104.6	101.1	96.6
